ABCB6 inh 2 – human ABCB6 transporter inhibition; Q9NP58; K562-ABCB6 porphyrin accumulation, flow cytometry, 1 h; active compounds read low; 360,000 tested, 0.19% active; fluorescence ratio to DMSO, % at 10 µM; AID 602162;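 active = fluorescence ratio to DMSO below 75%, the collection mean minus 3 SD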;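 note: signal is porphyrin accumulated inside mitochondria; 100% equals median channel fluorescence of DMSO control wells; lower ratio means ABCB6 inhibition with less porphyrin fluorescence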
aDG glyco up – alpha-DG glycosylation activation | Pro5-aDG cells, alpha-DG glycosylation AlphaScreen (IIH6); 0% Pro5, 100% B10-LARGE cell signal | activation, % at 10 µM | 360,000 tested, 0.22% active | AID 624168;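 active = activation of at least 8% versus controls, or a plate z-score of at least 8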;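 note: Pro5 are CHO cells carrying HIG-tagged alpha-DG that lacks glycosylation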
NOD2-RIPK2 inh – inhibitors of human NOD2-RIPK2 interaction; 360,000 tested, 0.38% active; inhibition, % at 4.98 µM; O43353; CHO BLA complementation NOD2-RIPK2, CCF4 ratio; in the data active = inhibition above about 21%;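 note: 0% = vehicle only and 100% = reference blocker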
Glyco luc inh – blocks N-linked glycosylation in D54 reporter cells; D54 ERlucT glycosylation luciferase reporter, 24 h; percent of 100 nM tunicamycin response; reporter increase, % at 12.5 µM; 360,000 tested, 0.23% active; AID 588692;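 active = mean luciferase reporter signal, scaled so untreated is 0 and the glycosylation-blocking control 100, at or above a set limit in every replicate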;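 note: luciferase carries N-glycosylation sites so blocking glycosylation raises the light; 0% = median of neutral control wells and 100% = median of 100 nM tunicamycin wells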
TLR9-MyD88 block – inhibitors of human TLR9-MyD88 binding. CHO BLA complementation TLR9-MyD88, CCF4 FRET ratio. AID 504734. 340,000 tested, 0.21% active. inhibition, % at 4.98 µM;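 active = inhibition above the mean over all tested compounds plus 3 SD, cut at about 21% in these data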;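 note: 0% = DMSO only wells and 100% = clavulanate BLA inhibitor control wells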
Target sequence (Q99836 whole entry, looked up): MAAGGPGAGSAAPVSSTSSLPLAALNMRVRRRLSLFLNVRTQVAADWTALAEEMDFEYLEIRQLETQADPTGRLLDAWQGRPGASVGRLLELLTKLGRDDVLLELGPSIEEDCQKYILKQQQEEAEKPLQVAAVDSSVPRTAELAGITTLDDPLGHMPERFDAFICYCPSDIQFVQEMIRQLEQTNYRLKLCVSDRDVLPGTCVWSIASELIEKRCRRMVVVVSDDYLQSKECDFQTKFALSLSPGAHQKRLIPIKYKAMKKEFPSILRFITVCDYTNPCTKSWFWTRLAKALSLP
Target sequence (Q9NR96 whole entry, looked up): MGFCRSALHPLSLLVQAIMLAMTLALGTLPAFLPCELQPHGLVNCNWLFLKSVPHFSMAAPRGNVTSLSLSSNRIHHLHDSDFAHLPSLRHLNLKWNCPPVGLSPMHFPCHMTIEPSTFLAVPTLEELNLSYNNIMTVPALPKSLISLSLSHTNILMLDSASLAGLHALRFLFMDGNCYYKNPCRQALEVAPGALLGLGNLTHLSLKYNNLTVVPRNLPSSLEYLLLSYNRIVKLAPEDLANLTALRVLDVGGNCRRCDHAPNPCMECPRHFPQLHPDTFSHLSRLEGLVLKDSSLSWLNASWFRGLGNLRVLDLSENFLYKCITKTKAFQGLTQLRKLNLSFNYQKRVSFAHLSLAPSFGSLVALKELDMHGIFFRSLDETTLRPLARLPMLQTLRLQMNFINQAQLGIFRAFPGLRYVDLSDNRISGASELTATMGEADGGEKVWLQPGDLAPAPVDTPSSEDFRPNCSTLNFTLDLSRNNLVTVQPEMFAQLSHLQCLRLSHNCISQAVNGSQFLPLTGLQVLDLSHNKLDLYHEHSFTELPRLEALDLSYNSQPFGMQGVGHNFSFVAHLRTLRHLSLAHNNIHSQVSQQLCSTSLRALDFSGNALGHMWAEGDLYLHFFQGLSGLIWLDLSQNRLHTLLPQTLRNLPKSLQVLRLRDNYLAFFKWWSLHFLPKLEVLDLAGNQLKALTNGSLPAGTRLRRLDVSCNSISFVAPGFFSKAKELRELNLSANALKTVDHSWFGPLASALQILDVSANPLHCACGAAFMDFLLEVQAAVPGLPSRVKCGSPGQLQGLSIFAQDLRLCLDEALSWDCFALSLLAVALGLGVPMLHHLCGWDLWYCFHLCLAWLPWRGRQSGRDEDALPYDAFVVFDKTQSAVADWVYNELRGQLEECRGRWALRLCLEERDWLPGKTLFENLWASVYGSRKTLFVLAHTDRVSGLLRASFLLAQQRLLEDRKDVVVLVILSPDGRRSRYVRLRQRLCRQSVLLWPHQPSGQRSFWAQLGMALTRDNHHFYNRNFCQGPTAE
Vif imaging – HIV Vif inhibition; 340,000 tested, 0.35% active; HEK293T cells, Vif self-association by quenched fluorescence, imaging, 24 h; inhibition, % at 7.49 µM; AID 602346; in the data active = inhibition above about 50%, passing the limit was not always enough; note: some results filed as inactive read as strong as hits
Granule exo inh – blocks lytic granule exocytosis. TALL-104 LAMP-1 surface exposure, flow cytometry; cells stimulated with thapsigargin and PMA. inhibition, % at 10 µM. 360,000 tested, 0.66% active;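 active = inhibition above about 55%, limit read from the data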
MC4R antagonist – antagonists of human melanocortin 4 receptor (MC4R) | P32245 | MC4R-expressing cells, MTII-stimulated cAMP, LANCE TR-FRET | inhibition, % at 6.5 µM | 360,000 tested, 0.48% active | AID 540295;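 active = inhibition above its plate's cutoff, the mean of tested wells on that plate plus 3 SD, cut at about 29% in these data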;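 note: 0% = Melanotan II alone and 100% = Melanotan II plus saturating MCL0020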
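Assay system: U2OS-MC4R stable cell line; Also added: Melanotan II; Technique: Eu-cAMP/anti-cAMP TR-FRET, emission 671 nm; Times: 30-min compound, 1-h challenge, 1-h detection, room temperature.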
ABHD5-PLIN5 inh – blocks binding of human ABHD5 to perilipin-5; 360,000 tested, 0.78% active; Split G. princeps luciferase complementation, luminescence, 4 h; inhibition, % at 4 µM; AID 602281;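 active = inhibition above the mean inhibition across every tested compound plus 3 SD, cut at about 22% in these data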;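 note: 0% = DMSO only wells and the 100% control is not disclosed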
MC4R ag barr – activates human MC4R beta-arrestin recruitment; activation, % at 8.9 µM; 360,000 tested, 0.98% active; AID 540308; U2OS MC4R beta-arrestin complementation, luminescence; percent of melanotan II response, DMSO zero; P32245;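 active = activation above a per-plate cutoff, the mean activation of sample wells on that plate plus 3 SD, cut at about 8% in these data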
* hit, by the source's call. This is a subset; the hit share may differ from the screen's.

Screening Clc1ccccc1Cn1nnc2c(NCC3CC3)ncnc21 returned ABCB6 inh 2 86, aDG glyco up 0.5, NOD2-RIPK2 inh 1, Glyco luc inh -3, TLR9-MyD88 block 8, Vif imaging -3, Granule exo inh 5, MC4R antagonist -1, ABHD5-PLIN5 inh -1 and MC4R ag barr 0.3.
For COn1c(=O)c(-c2ccc(F)cc2)[n+]([O-])c2ccccc21 the results were ABCB6 inh 2 97, aDG glyco up 0.3, NOD2-RIPK2 inh -5, Glyco luc inh 1, TLR9-MyD88 block 6, Granule exo inh 9, MC4R antagonist -6, ABHD5-PLIN5 inh -4 and MC4R ag barr -1.3.
COc1ccc(C(C)=O)cc1COC(=O)C1CCN(C(=O)c2ccc(Cl)cc2)CC1 was read as ABCB6 inh 2 101, aDG glyco up 0.2, NOD2-RIPK2 inh 4, Glyco luc inh 1, TLR9-MyD88 block -5, Vif imaging 0, Granule exo inh -1, MC4R antagonist 18, ABHD5-PLIN5 inh 3 and MC4R ag barr -1.2.
O=C(CSc1nnnn1-c1ccc(C(=O)O)cc1)NC1CCCCC1 was read as ABCB6 inh 2 97, aDG glyco up 0.1, NOD2-RIPK2 inh -9, Glyco luc inh 5, TLR9-MyD88 block -10, Vif imaging 8, Granule exo inh 0, MC4R antagonist 7, ABHD5-PLIN5 inh 0 and MC4R ag barr -0.7.
`O=C(/C=C/c1ccccc1)NC(NC(=S)Nc1ccc(Cl)cc1Cl)C(Cl)(Cl)Cl` (configuration not stated) gave ABCB6 inh 2 101, aDG glyco up 4.7, NOD2-RIPK2 inh -3, Glyco luc inh -3, TLR9-MyD88 block -14, Granule exo inh 13, MC4R antagonist 18, ABHD5-PLIN5 inh -8 and MC4R ag barr 1.3.
`COc1ccc(-c2nnn(CCC(=O)O)n2)cc1` gave ABCB6 inh 2 101, aDG glyco up 0.1, NOD2-RIPK2 inh -3, Glyco luc inh 3, TLR9-MyD88 block -20, Granule exo inh -2, MC4R antagonist 7, ABHD5-PLIN5 inh 1 and MC4R ag barr -1.1.
`O=C(COc1ccc2c3c(c(=O)oc2c1)CCC3)NCCCN1CCCC1=O` gave ABCB6 inh 2 96, aDG glyco up 0.0, NOD2-RIPK2 inh 0, Glyco luc inh 0, TLR9-MyD88 block 12, Vif imaging -2, Granule exo inh -2, MC4R antagonist 8, ABHD5-PLIN5 inh 2 and MC4R ag barr -2.4.
Screening CC(C)(C)C(=O)N1CCN(c2ccc(NC(=O)c3ccco3)cc2)CC1 returned ABCB6 inh 2 93, aDG glyco up -0.1, NOD2-RIPK2 inh -5, Glyco luc inh -4, TLR9-MyD88 block -8, Vif imaging 9, Granule exo inh -26, MC4R antagonist 5, ABHD5-PLIN5 inh 8 and MC4R ag barr -0.5.
For CCCCNC(=O)Cc1coc2ccc3ccccc3c12 the results were ABCB6 inh 2 91, aDG glyco up -0.1, NOD2-RIPK2 inh 0, Glyco luc inh 2, TLR9-MyD88 block 14, Vif imaging 0, Granule exo inh -2, MC4R antagonist -5, ABHD5-PLIN5 inh 4 and MC4R ag barr 2.3.
CCCN(CCC)c1nc(Cl)nc(NCc2ccco2)n1 was read as ABCB6 inh 2 100, aDG glyco up 0.6, NOD2-RIPK2 inh -2, Glyco luc inh 0, TLR9-MyD88 block 8, Vif imaging -1, Granule exo inh 0, MC4R antagonist -7, ABHD5-PLIN5 inh -3 and MC4R ag barr -2.7.
`Cc1ccc(N2C(=O)CSC2c2c(F)cccc2Cl)cc1` (configuration not stated) gave ABCB6 inh 2 103, aDG glyco up 0.0, NOD2-RIPK2 inh 2, Glyco luc inh -3, TLR9-MyD88 block -7, Vif imaging -3, Granule exo inh -2, MC4R antagonist 8, ABHD5-PLIN5 inh -7 and MC4R ag barr 1.3.
Screening Cc1nn(-c2ccccc2)c(N2CCCC2)c1/C=N/NC(=O)c1cc(-c2ccccc2)nc2ccccc12 returned ABCB6 inh 2 102, aDG glyco up -0.8, NOD2-RIPK2 inh 3, Glyco luc inh 0, TLR9-MyD88 block -2, Vif imaging 0, Granule exo inh -3, MC4R antagonist 22, ABHD5-PLIN5 inh -5 and MC4R ag barr 1.2.
CC1CCc2c(C(=O)NCc3ccco3)csc2C1 (configuration not stated) was read as ABCB6 inh 2 97, aDG glyco up -0.1, NOD2-RIPK2 inh 1, Glyco luc inh -1, TLR9-MyD88 block 4, Vif imaging 2, Granule exo inh -1, MC4R antagonist -4, ABHD5-PLIN5 inh -7 and MC4R ag barr -2.1.
`[O-][n+]1cccc2ncc3cscc3c21` gave ABCB6 inh 2 94, aDG glyco up -0.2, NOD2-RIPK2 inh -4, Glyco luc inh 1, TLR9-MyD88 block 2, Vif imaging -5, Granule exo inh 2, MC4R antagonist 4, ABHD5-PLIN5 inh 1 and MC4R ag barr -0.5.
For C=CCN1C(=O)c2ccc(C(=O)N(C)CC(=O)Nc3ccccc3C(F)(F)F)cc2C1=O the results were ABCB6 inh 2 100, aDG glyco up -0.1, NOD2-RIPK2 inh 2, Glyco luc inh 1, TLR9-MyD88 block -14, Vif imaging -3, Granule exo inh 22, MC4R antagonist 0, ABHD5-PLIN5 inh 6 and MC4R ag barr -2.5.
For Cc1ccc(NC(=O)c2cc(S(=O)(=O)N3CCCC3)c[nH]2)c(C)c1 the results were ABCB6 inh 2 104, aDG glyco up -0.3, NOD2-RIPK2 inh -6, Glyco luc inh 1, TLR9-MyD88 block 4, Vif imaging 9, Granule exo inh 3, MC4R antagonist 4, ABHD5-PLIN5 inh -6 and MC4R ag barr -0.6.
Screening COc1ccc(C(=O)n2nc(C)cc2C)cc1OC returned ABCB6 inh 2 102, aDG glyco up 0.3, NOD2-RIPK2 inh -3, Glyco luc inh 3, TLR9-MyD88 block 1, Vif imaging -5, Granule exo inh 2, MC4R antagonist 2, ABHD5-PLIN5 inh -6 and MC4R ag barr -1.8.
For CCN=C1S/C(=C\c2cn(CC(=O)NCCOC)c3ccccc23)C(=O)N1CC the results were ABCB6 inh 2 98, aDG glyco up -0.7, NOD2-RIPK2 inh 1, Glyco luc inh 0, TLR9-MyD88 block 6, Vif imaging -1, Granule exo inh -1, MC4R antagonist -11, ABHD5-PLIN5 inh -1 and MC4R ag barr -0.2.
Screening Cc1cccc(C2Nc3ccccc3C(=O)N2c2ccccc2)n1 (configuration not stated) returned ABCB6 inh 2 103, aDG glyco up 0.0, NOD2-RIPK2 inh -4, Glyco luc inh 0, TLR9-MyD88 block 0, Vif imaging -4, Granule exo inh -3, MC4R antagonist 3, ABHD5-PLIN5 inh 4 and MC4R ag barr 1.6.
Screening O=S(=O)(c1ccc(Cl)cc1Br)N1CCCCC1 returned ABCB6 inh 2 94, aDG glyco up 0.1, NOD2-RIPK2 inh -4, Glyco luc inh -2, TLR9-MyD88 block -2, Vif imaging -6, Granule exo inh -2, MC4R antagonist 4, ABHD5-PLIN5 inh -8 and MC4R ag barr 1.1.

Continued; it opens with the two that closed the last part.
Screening Cc1cccc(C2Nc3ccccc3C(=O)N2c2ccccc2)n1 (configuration not stated) returned ABCB6 inh 2 103, aDG glyco up 0.0, NOD2-RIPK2 inh -4, Glyco luc inh 0, TLR9-MyD88 block 0, Vif imaging -4, Granule exo inh -3, MC4R antagonist 3, ABHD5-PLIN5 inh 4 and MC4R ag barr 1.6.
Screening O=S(=O)(c1ccc(Cl)cc1Br)N1CCCCC1 returned ABCB6 inh 2 94, aDG glyco up 0.1, NOD2-RIPK2 inh -4, Glyco luc inh -2, TLR9-MyD88 block -2, Vif imaging -6, Granule exo inh -2, MC4R antagonist 4, ABHD5-PLIN5 inh -8 and MC4R ag barr 1.1.
Screening O=C(CNC(=O)c1ccccc1)OCCOc1cccc(Cl)c1 returned ABCB6 inh 2 94, aDG glyco up -0.2, NOD2-RIPK2 inh -3, Glyco luc inh 1, TLR9-MyD88 block -6, Granule exo inh -7, MC4R antagonist 15, ABHD5-PLIN5 inh -7 and MC4R ag barr -1.4.
`Cc1ccc(S(=O)(=O)/N=C2\C=C(NS(=O)(=O)c3ccccc3)C(=O)c3ccccc32)c(C)c1` gave ABCB6 inh 2 94, aDG glyco up 0.1, NOD2-RIPK2 inh -7, Glyco luc inh 3, TLR9-MyD88 block -4, Vif imaging 9, Granule exo inh 0, MC4R antagonist 0, ABHD5-PLIN5 inh -5 and MC4R ag barr 0.4.
CCCN1CCC(=O)N([C@H](CSc2ccc(OC)cc2)CC(C)C)CC1 was read as ABCB6 inh 2 98, aDG glyco up 0.2, NOD2-RIPK2 inh -7, Glyco luc inh -1, TLR9-MyD88 block 7, Vif imaging 19, Granule exo inh -15, MC4R antagonist 2, ABHD5-PLIN5 inh -8 and MC4R ag barr -0.8.
For Cc1cccc(C)c1-n1nnnc1C1(C)CCC(=O)N1Cc1cccc(C(F)(F)F)c1 (configuration not stated) the results were ABCB6 inh 2 93, aDG glyco up 0.2, NOD2-RIPK2 inh 0, Granule exo inh -2 and ABHD5-PLIN5 inh 1.
CCOc1ccc(-c2nnn(CC(=O)Nc3ccccc3OC)n2)cc1OCC was read as ABCB6 inh 2 98, aDG glyco up -0.1, NOD2-RIPK2 inh -8, Glyco luc inh 0, TLR9-MyD88 block 1, Vif imaging 35, Granule exo inh -2, MC4R antagonist -5, ABHD5-PLIN5 inh -2 and MC4R ag barr 1.1.
`CN(C)C(CNC(=O)CCc1nc2sc3c(c2c(=O)[nH]1)CCCC3)c1ccccc1` (configuration not stated) gave ABCB6 inh 2 98, aDG glyco up 0.7, NOD2-RIPK2 inh -6, Glyco luc inh 1, TLR9-MyD88 block -17, Vif imaging 14, Granule exo inh -2, MC4R antagonist 2, ABHD5-PLIN5 inh 5 and MC4R ag barr -2.2.
Cc1ccc(C2(C)NC(=O)N(CC(=O)NNC(=O)c3ccoc3C)C2=O)cc1 (configuration not stated) was read as ABCB6 inh 2 88, aDG glyco up 0.0, NOD2-RIPK2 inh -16, Glyco luc inh 1, TLR9-MyD88 block -1, Vif imaging -7, Granule exo inh -2, MC4R antagonist 4, ABHD5-PLIN5 inh -6 and MC4R ag barr -1.9.
Screening CCn1cc(SCC(=O)Nc2cc(C)on2)c2ccccc21 returned ABCB6 inh 2 95, aDG glyco up 0.0, NOD2-RIPK2 inh -3, Glyco luc inh 0, TLR9-MyD88 block -1, Vif imaging -6, Granule exo inh -1, MC4R antagonist 3, ABHD5-PLIN5 inh -6 and MC4R ag barr 0.5.
Screening O=C(CNc1cc(S(=O)(=O)N2CCOCC2)ccc1NCC1CCCO1)Nc1ccccc1F (configuration not stated) returned ABCB6 inh 2 104, aDG glyco up -0.6, NOD2-RIPK2 inh -12, Glyco luc inh 0, TLR9-MyD88 block -1, Vif imaging 5, Granule exo inh 6, MC4R antagonist -3, ABHD5-PLIN5 inh -1 and MC4R ag barr -0.3.
`CN(c1ccccc1)C(c1ccc(F)cc1)c1nnnn1C1CCCC1` (configuration not stated) gave ABCB6 inh 2 100, aDG glyco up 0.2, NOD2-RIPK2 inh 6, Glyco luc inh -5, TLR9-MyD88 block 3, Vif imaging -3, Granule exo inh 10, MC4R antagonist 15, ABHD5-PLIN5 inh -7 and MC4R ag barr 2.4.
`O=C(CCSCCC(=O)N1CCCC1)N1CCCC1` gave ABCB6 inh 2 100, aDG glyco up -0.1, NOD2-RIPK2 inh 3, Glyco luc inh 2, TLR9-MyD88 block 2, Vif imaging -2, Granule exo inh 4, MC4R antagonist 3, ABHD5-PLIN5 inh -4 and MC4R ag barr 0.4.

Bioassay records as filed in PubChem BioAssay.
